Screens: PubChem BioAssay, Sanford-Burnham Center for Chemical Genomics
H9c2 TAG inh – triacylglycerol accumulation inhibition. 230,000 tested, 0.66% active. H9c2 cells, Nile Red lipid (TAG) fluorescence; cells loaded with 200 µM oleic acid. AID 651582. inhibition, % at 12.5 µM;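 active = pattern-corrected inhibition of lipid staining of at least 50% with the nuclear-stain viability signal not falling by more than 50%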;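 also: 0% = DMSO wells and 100% = triacsin C control wells; some results filed as inactive read as strong as hits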
H9c2 TAG inh DAPI viability – recorded beside H9c2 TAG inh, whose call it bears; DAPI nuclei signal change (viability), lower = more cytotoxic, %;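 whole-well DAPI fluorescence read on a plate reader as a viability signal; minus 50 percent equals half of cells still viable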
The depositor's hits bear a star.

compound	H9c2 TAG inh	H9c2 TAG inh DAPI viability
COc1ccc(C(=O)/C=C/c2ccc(-c3ccccc3)cc2)cc1CSCC(=O)O	-6	11
CN(C(=O)CSc1cccc[n+]1[O-])C1CCCCC1	-8	-5
NC(=O)c1ccccc1N/C=C/C(=O)c1ccc(Cl)cc1	-14	-2
COc1ccc(C)cc1S(=O)(=O)N(C)CC(=O)NCc1ccco1	-2	8
Cc1nc2cc3sc(C)nc3cc2s1	11	-6
COc1ccccc1NC(=O)c1cc2c(=O)n(C)c3ccccc3c2n1C	9	-7
CN1CCN(Cc2nc3ccccc3c(=O)n2Cc2nc(-c3ccc4ccccc4c3)cs2)CC1	-1	-2
Cc1cccc(NS(=O)(=O)c2cccc(C(=O)N3CCCC(C(F)(F)F)C3)c2)c1 (stereo not given)	-17	10
CCC(=O)N1CCC1(C)C(=O)NCc1ccccc1SC (stereo not given)	7	1
CCCS(=O)(=O)NC(=O)C1(C)CCCN(C(=O)COc2ccc(Cl)cc2Cl)C1 (stereo not given)	-2	-10
O=[N+]([O-])c1ccc(/C=N\N2CCN(Cc3ccccc3Cl)CC2)cc1	7	-1
Cc1c(-c2c(C#N)c(N)nc3c2CCCCCC3)cnn1C	-2	-4
COc1ccc(S(=O)(=O)Oc2c(OC)cc(C(=S)N3CCOCC3)cc2OC)cc1	7	-4
COc1ccc(C(=O)OCC(=O)c2ccc3c(c2)NC(=O)CO3)cc1[N+](=O)[O-]	5	7
COc1cc([C@@H]2CC=C(C(=O)O)CN2S(=O)(=O)c2ccc(C)cc2)cc(OC)c1OC	-17	0
O=C(/C=C/c1ccc(F)cc1)c1ccccc1Br	8	0
COc1ccc(C(=O)Nc2cccc(S(=O)(=O)NC3=NCCC3)c2)cc1OC	-11	-1
CC(=O)NCC1COc2ccccc2O1 (stereo not given)	15	-4
CCN(CC)c1ccc(/C=N/NC(=O)c2ccc3c(c2)OCCO3)cc1	-8	12
CCC(=O)N1CCN(c2ccc(Cl)cc2NC(=O)c2ccc([N+](=O)[O-])o2)CC1	45	-62
COc1ccc(-c2cc(CC3(C(=O)O)CCN(C(=O)OC(C)(C)C)CC3)on2)c(OC)c1	0	-1
O=C(O)c1ccc(-n2ncc3c2/C(=C\c2cccc([N+](=O)[O-])c2)CC3)cc1	-1	8
Cc1cccc(NS(=O)(=O)c2ccc(C)c(C(=O)OCC(=O)Nc3cc(C)on3)c2)c1	-5	-3
COc1ccc(-c2nnc(SCC(=O)Nc3cc(C)on3)n2N)cc1OC	-3	2
COc1ccc(NC(=O)NC(C)C2CC3CCC2C3)cc1 (stereo not given)	-2	0
Cc1ccc(/C=N/NC(=O)Cn2nccc2C)o1	11	-14
CC(C)COP(=O)(c1ccc(N(C)C)cc1)C(O)c1ccccn1 (stereo not given)	-5	10
N/C(=N\OC(=O)CCCCCN1C(=O)c2ccccc2C1=O)c1ccccn1	14	-14
O=C(O)CC/C(=N/Nc1ncc(C(F)(F)F)cc1Cl)C(=O)O	3	-5
O=C(O)c1cc([N+](=O)[O-])ccc1NCCCc1ccccc1	2	1
Cc1ccc(C)c2nc(SCC(=O)Nc3ccc4c(c3)OCO4)c(C#N)cc12	-5	9
CC1CCN(S(=O)(=O)c2ccc3ncn(CC(=O)N(C)C4CCCCC4)c(=O)c3c2)CC1	19	-3
CCCCCCCCCC(=O)NNC(=O)c1c(O)c2ccccc2n(CCC)c1=O	4	-6
O=C(Cc1cccs1)NCCS(=O)(=O)N1CCN(c2ccccc2F)CC1	-1	-5
COc1ccc(N2CCN(C(=O)C3COc4ccccc4O3)CC2)cc1 (stereo not given)	4	-7
COc1ccc(/C=C(\C#N)c2cc(OC)c(OC)cc2[N+](=O)[O-])cc1	-3	-4
COc1cc(CNc2ccccc2)c([N+](=O)[O-])cc1OC	12	-2
CCC(C)(C(=O)NC1CCCC1)N(C(=O)Cc1cccs1)c1c(C)n(C)n(-c2ccccc2)c1=O (stereo not given)	8	3
CCOc1ccc2nc(N3CCC(C(=O)N4CCN(c5ncccn5)CC4)CC3)sc2c1	-11	16
COc1ccccc1C(=O)NCC(=O)Nc1cccnc1	7	-12
COc1cc([N+](=O)[O-])c2nc(C=NNC(N)=S)ccc2c1	-12	5
CC(c1nnnn1C(C)(C)C)N(Cc1cccnc1)Cc1ccccc1Cl (stereo not given)	-16	-3
COCCN1C(=O)C(O)=C(C(=O)c2cccs2)C1c1ccccc1 (stereo not given)	4	-1
CC(=O)Nc1ccccc1OCc1nnc(-c2ccc(Cl)cc2)o1	-2	7
O=C(Nc1ccc2c(c1)OCO2)O[C@@H]1C[C@H]2CCC(=O)N3CC[C@@H](C1)[C@@H]23	-12	3
Cc1cc([N+](=O)[O-])c(C(C)(C)C)cc1N	-1	13
CN(c1ccc(OCC(=O)OCC(=O)Nc2ccc([N+](=O)[O-])cc2)cc1)S(=O)(=O)c1cccs1	11	1
CCOC(=O)CCSCC(=O)Nc1nnc(C)s1	-4	1
C#CCOCCOCCOCCNc1nc(N2CCN(C(=O)[C@H](CCCCN)n3cc([C@@H](N)CC(C)C)nn3)CC2)nc(N2CCN(C(=O)[C@H](Cc3cc4ccccc4[nH]3)n3cc([C@@H](N)Cc4ccc(O)cc4)nn3)CC2)n1	-20	22
Cn1c(SCc2nnc(-c3ccccc3)o2)nc2ccccc21	4	8
Cc1ccccc1C(=O)Nc1ccc(N2CCN(C)CC2)nc1	-1	-4
O=C(CCNS(=O)(=O)c1ccccc1)NCC1CCCCC1	-18	2
CN(CCOc1ccccc1)CC(=O)Nc1ccc(Cl)cc1[N+](=O)[O-]	4	-6
O=C(c1cc(C2CC2)nn1-c1ccccc1)N1CCN(Cc2ccccc2)CC1	-4	10
COc1ccccc1N1CCN(C(=O)c2cn(Cc3ccccc3)nc2-c2cccnc2)CC1	5	-5
O=C(COc1ccccc1)Nc1ccccc1Oc1ccccc1	5	-16
COc1ccc(-n2c(O)c(C=NCc3ccccn3)c3ccccc3c2=O)c(OC)c1	-7	-1
Cn1c(CNC(=O)c2ccccc2)nnc1SCC(=O)Nc1nccs1	0	-2
O=C1CCC(CCC(=O)N2CCCC(C(=O)c3ccc(Cl)cc3)C2)=NN1 (stereo not given)	-3	7
Brc1ccc(-c2csc3[n+]2CCCCC3)cc1	4	7

Four entries from above, arranged by length of the SMILES, highest first:
compound	H9c2 TAG inh	H9c2 TAG inh DAPI viability
COc1ccccc1N1CCN(C(=O)c2cn(Cc3ccccc3)nc2-c2cccnc2)CC1	5	-5
CN(CCOc1ccccc1)CC(=O)Nc1ccc(Cl)cc1[N+](=O)[O-]	4	-6
CC(c1nnnn1C(C)(C)C)N(Cc1cccnc1)Cc1ccccc1Cl (stereo not given)	-16	-3
CCOC(=O)CCSCC(=O)Nc1nnc(C)s1	-4	1

Continued:
compound	H9c2 TAG inh	H9c2 TAG inh DAPI viability
Cc1cnc(C(=O)Nc2cccc3ncccc23)cn1	3	-8
COCCCN(C(=O)Nc1ccc(C)c(C)c1)C(C)c1ccccn1 (stereo not given)	-9	-4
COc1cccc(CNc2ccc(S(=O)(=O)Nc3nccs3)cc2)c1O	0	-2
CC(C)CN(CC(C)C)S(=O)(=O)N1CCC(C(=O)NCc2cccnc2)CC1	-2	1
NNC(=O)c1cc(-c2ccccc2)sc1N	1	4
Cc1cccc(C(C)C)c1NC(=O)COC(=O)c1cc2ccccc2oc1=O	-22	1
O=C1NCCC/C1=N\Nc1ccc(Br)cc1	4	5
COCc1ccc(CN2CCCC(CO)(Cc3cccc(Cl)c3)C2)o1 (stereo not given)	-11	10
COc1ccc([C@H]2C[C@@H](O)[C@H](n3cc(-c4ccc(F)cc4)nn3)CN2CC2CCCCC2)cc1	39	-11
O=C(c1ccc2c3c(cccc13)CC2)C1CCCN(Cc2cccnc2)C1 (stereo not given)	-8	31
CCOC(=O)C1=C(O)/C(=C/c2cn(CC(=O)N3CCCC3)c3ccccc23)SC1=Nc1ccccc1	-22	10
Cc1c(N(C(=O)c2cnccn2)C2(C(=O)NC3CCCC3)CCCCC2)c(=O)n(-c2ccccc2)n1C	-24	0
CCCCCCN1C[C@H](n2cc(-c3ccc(F)cc3)nn2)[C@@H](O)C[C@@H]1c1ccc(C)cc1	2	-5
CCC(=O)NC(=S)Nc1cccc(C(C)=O)c1	0	1
CC(Oc1ccc(Cl)cc1Cl)C(=O)Nc1ccncc1 (stereo not given)	11	-4
CCCCN(N=Nc1nonc1OC)c1nonc1OC	13	-9
O=C(CN1C(=O)NC2(CCCC2)C1=O)OCCOc1ccc(Br)cc1	13	-9
Cc1ccc(NC(=O)NNC(=O)COc2ccc([N+](=O)[O-])cc2)cc1C	-2	-3
CC(=O)c1cccc(N(C(=O)c2cnccn2)C(C(=O)NCc2ccccc2)c2ccco2)c1 (stereo not given)	-24	7
CCOC(=O)C1CCCN(C(=O)c2ccc3[nH]c4c(c3c2)CC(C)CC4)C1 (stereo not given)	5	0
O=C(Nc1ccc2c(c1)OCO2)C1CC1	10	2
OC(c1ccc(F)cc1)c1nc(-c2cnc3ccccc3c2)cs1 (stereo not given)	-9	-4
Cc1cc(NCC(c2ccccc2)c2ccccc2)n2ncnc2n1	-8	6
COc1ccccc1CNC(=O)COC(=O)CCN1C(=O)C2CC=CCC2C1=O (stereo not given)	7	9
Nn1c(SCC(=O)Nc2ccc3c(c2)CCC3)nnc1C1CC1	7	-3
S=C(Nc1ccccc1)N1CCn2cccc2C1c1cccnc1 (stereo not given)	-13	-2
CN(CC(=O)Nc1ccccc1Cl)C(=O)COC(=O)c1nc(Cl)ccc1Cl	-4	-1
CSCCC(NC(=O)c1ccco1)C(=O)NC1CCCCCC1 (stereo not given)	2	0
CNC(=O)CCSc1ccc(C)cc1	-19	12
COc1ccccc1NC(=O)C1CCCN(S(=O)(=O)c2ccccc2)C1 (stereo not given)	-16	-2
CC(=O)Nc1ccc(S(=O)(=O)Nc2cccc(-c3cn4c(n3)SCC4)c2)cc1	-8	8
Cc1ccc(-c2c[nH]c(=S)n2-c2ccccc2)cc1	-10	2
O=C(Nc1nnc(C2CCCC2)s1)C1CCC1	-12	2
C=CC1=C2C=C(C3CC3)N(C3CC3)C=C2C(=O)C(C)(OC(=O)c2ccco2)C1=O (stereo not given)	9	6
COC(=O)c1ccccc1NC(=O)NCc1cccnc1	3	-3
CCC(=O)Nc1ccc(C(=O)COC(=O)CCN2C(=O)C3CC=CCC3C2=O)cc1 (stereo not given)	2	6
Cc1sc(NC(=O)c2cccc(N3C(=O)CCC3=O)c2)nc1-c1ccccc1	5	-4
Cc1cc(NC(=O)CSc2nncn2-c2ccccc2)no1	16	20
CCOc1ccccc1OCC(=O)Nc1cc(C)on1	1	-5
COc1ccc2c(CC(=O)NCc3cccs3)coc2c1	-8	2

Whole records, looked up by structure. Values in the order: H9c2 TAG inh | H9c2 TAG inh DAPI viability
COc1ccccc1NC(=O)C1CCCN(S(=O)(=O)c2ccccc2)C1 (stereo not given) is entered as -16 | -2
CN(CC(=O)Nc1ccccc1Cl)C(=O)COC(=O)c1nc(Cl)ccc1Cl is entered as -4 | -1
CC(=O)Nc1ccc(S(=O)(=O)Nc2cccc(-c3cn4c(n3)SCC4)c2)cc1 is entered as -8 | 8

(list continues)
compound	H9c2 TAG inh	H9c2 TAG inh DAPI viability
COC(=O)c1ccc(CSc2nncn2N)cc1	6	-2
c1ccc(-c2noc(CN3CCN(c4cnccn4)CC3)n2)cc1	8	-6
CCOc1ccc(NC(=O)CN(C)C(=O)Cc2ccc3c(c2)OCCO3)cc1OCC	2	1
c1coc(CSSCc2ccco2)c1	7	0
O=C1c2ccccc2C(=O)N1CCc1ccccc1	1	9
CCN1CCN(Cc2ccc(NC(=O)c3cc(NC(=O)c4nccnc4N)cc(OC)c3)cc2C(F)(F)F)CC1	15	31
COc1ccc(CCNC(=O)c2cnc(C)cn2)cc1	1	-4
O=c1c2ccccc2[nH]c(=S)n1C1CCCCC1	4	-2
COc1cc2ccccc2cc1C(=O)NNC(=O)c1ccccc1O	0	-9
C=CCSc1nc(-c2ccccc2)c2cc(Cl)ccc2n1	-25	11
OCCCNc1nc(-c2ccccc2)c2cc(Cl)ccc2n1	-11	21
CC(NC(=O)CCN1C(=O)c2ccccc2C1=O)c1ccccc1 (stereo not given)	5	-9
COc1cccc(Cn2cnc3c(NS(=O)(=O)c4cccc(Cl)c4Cl)c(C)c(C)cc32)c1	-6	-2
Cn1c(=O)c2c(nc(NCC(O)CO)n2CCc2ccccc2)n(C)c1=O (stereo not given)	6	-10
NS(=O)(=O)c1ccc(NC(=O)COc2ncnc3sccc23)cc1	10	-9
COc1ccc(CCNC(=O)CSc2n[nH]c(C)c2[N+](=O)[O-])cc1OC	7	-2
Cc1cccc(NC(=S)NCCN(C2CCCCC2)C2CCCC2)c1	3	7
COC(=O)c1c(C)[nH]c(C(=O)OC(C)C(=O)N(C)C2CCCCC2)c1C (stereo not given)	-4	-1

The list is partial; count on the stated rates, not on these rows.
